High-throughput results: PubChem, National Center for Advancing Translational Sciences (NCATS)
B2AR arrestin: agonists driving beta-arrestin recruitment to human beta2-adrenergic receptor | beta-arrestin recruitment to beta2AR, cell-based reporter | Potency, µM (titrated, usually from 46.1 µM), without a hit: at the highest dose activation, usual class: activators | hit rate 0.02% among 330,000 | AID 492947;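 further: potency means the concentration at half of the fitted maximal effect; 0% = DMSO controls and full agonism = EC100 isoproterenol or metaproterenol; nearly all actives have a fitted effect of over 65% in size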
TCR activator: activates T cell receptor signaling; primary human leukocytes, anti-CD3, IL-2 HTRF, 48 h; 330,000 tested, under 10 active; Potency, µM (top dose mostly 9.22 µM), for inactives: at the highest dose activation of IL-2 secretion, hits mostly activators; AID 504894; further: % of control where 0% means no effect
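Primary human leukocytes receive a-CD3 beads and test compound and are incubated 48 hr. Secreted IL-2 is then assayed by HTRF, measuring 665nm acceptor emission after 320nm excitation of the europium donor.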
TSG101-PTAP inh: blocks PTAP/TSG101 interaction to inhibit HIV-1 budding; 340,000 tested, under 10 active; Fluorescence polarization, FITC-PTAP peptide / Tsg101 binding; Potency, µM (series often up to 115 µM), for inactives: at the highest dose activity change, negative = inhibition, hits mostly inhibitors; Q99816; active means well fitted inhibition curve with a large enough effect in the main read-out, with a control signal flat, not every such curve was filed as active; inconclusive means small, poorly fitted or top-dose-only effect, or effect the other way, or a change in a side signal; inactive means no such curve, though single readings can be large or run the other way; further: potency means the concentration at half of the fitted maximal effect; % of control where 0% means no effect
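Fluorescence polarization binding of Tsg101 binding domain (10 uM final) to FITC-labeled PTAP peptide (50 nM final) in HEPES pH 7.5 buffer with NaCl, Tween 20, EDTA, TCEP. Compounds added before peptide; binding 20 min at RT.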
ELG1 DNA repair: blocks ELG1-dependent DNA repair in HEK293T cells | HEK293T ELG1-luciferase reporter, luminescence, 16 h; DNA damage induced by 5-fluorouridine | Potency, µM (titrated, usually from 46.1 µM), for the others: at the highest dose activity change, negative = inhibition, most hits filed as inhibitors | hit rate 2.3% among 330,000; further: potency means the concentration at half of the fitted maximal effect; on the % scale 0 is the no-effect control and ±100 the full control effect; nearly all actives have a fitted effect of over 55% in size
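Quantitative HTS, concentration-response format. 2,000 cells/well co-treated with 5-fluorouridine and compound, 16 hr in 5% CO2 at 37 °C; ONE-Glo luminescence read after 30 min.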
TRPV1 ag: activates the human vanilloid receptor TRPV1; Q8NER1; TRPV1-expressing cells, Fluo-8 calcium influx, agonist mode; activation, % at 8.33 µM; hit rate 0.19% among 320,000; AID 540275; in the data active means activation above about 80%; inconclusive means between about 30% and that limit; further: 0% is about no effect
Target sequence (Q8NER1 whole entry, looked up): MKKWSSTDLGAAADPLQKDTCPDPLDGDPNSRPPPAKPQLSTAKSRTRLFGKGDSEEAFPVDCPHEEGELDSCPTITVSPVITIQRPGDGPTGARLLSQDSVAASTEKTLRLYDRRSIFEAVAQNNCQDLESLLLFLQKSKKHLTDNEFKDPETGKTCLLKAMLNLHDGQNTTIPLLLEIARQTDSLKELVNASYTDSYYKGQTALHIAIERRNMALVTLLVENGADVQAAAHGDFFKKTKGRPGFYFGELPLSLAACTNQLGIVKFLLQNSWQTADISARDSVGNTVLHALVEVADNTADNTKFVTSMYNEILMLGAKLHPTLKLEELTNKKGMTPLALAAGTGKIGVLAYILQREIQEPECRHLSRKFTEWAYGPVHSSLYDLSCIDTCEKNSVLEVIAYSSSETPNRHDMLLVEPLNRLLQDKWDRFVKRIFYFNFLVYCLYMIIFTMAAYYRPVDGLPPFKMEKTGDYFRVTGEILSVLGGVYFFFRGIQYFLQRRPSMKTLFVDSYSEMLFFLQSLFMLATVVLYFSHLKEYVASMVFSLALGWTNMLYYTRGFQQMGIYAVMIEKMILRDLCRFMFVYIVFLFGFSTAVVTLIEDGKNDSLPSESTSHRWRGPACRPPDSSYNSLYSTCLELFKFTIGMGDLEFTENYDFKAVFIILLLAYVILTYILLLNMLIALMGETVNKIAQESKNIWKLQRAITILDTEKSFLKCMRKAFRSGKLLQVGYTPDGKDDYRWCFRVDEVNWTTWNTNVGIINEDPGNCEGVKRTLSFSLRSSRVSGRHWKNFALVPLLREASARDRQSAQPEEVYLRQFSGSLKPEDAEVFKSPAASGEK
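TRPV1-expressing cells were cultured overnight at 35.5C and loaded with Fluo-8 calcium dye for 40 to 90 min at room temperature. After a 10 s baseline, compound was added and calcium influx was read kinetically for 3 min (ex 480/em 520 nm).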
A-T KAP1 phos: candidate therapy for ataxia-telangiectasia | Potency, µM (top dose mostly 57.5 µM), inactives show at the top dose activation, actives largely listed as activators | hit rate 0.19% among 320,000 | […] A-T fibroblasts, KAP-1 phosphorylation AlphaLISA; neocarzinostatin DNA damage 30 min before lysis; further: potency means the concentration at half of the fitted maximal effect; % of control where 0% means no effect; nearly all actives have a fitted effect of over 45% in size
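ATM-like activity read as KAP-1 phosphorylation via AlphaLISA donor/acceptor antibody pairs after lysis and 6 hr at 25C. Cells were ATM-null patient fibroblasts ([…], hTERT), dosed 60 min, then exposed to the DSB inducer NCS for 30 min.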
BRCA1 expr act: BRCA1 expression activation; MCF7-BRCA1-FFLuc reporter, luminescence, 48 h; response scale: scaled: vehicle 0%, 10 µM genistein 100%; Potency, µM (doses to about 46.1 µM), for the others: at the top dose activation, usual class: activators; hit rate 1.1% among 380,000; further: potency means the concentration at half of the fitted maximal effect; nearly all actives have a fitted effect of over 80% in size; some results filed as inactive show a strong effect at the top dose
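Cells: MCF7-BRCA1-FFLuc, 2000/well. Exposure: 48 h, 37 °C, 5% CO2. Read: luminescence, 15 min post-substrate. Controls: genistein 10 microM (maximal activation), DMSO (neutral).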
p53 reactivation: restores transcriptional activity of mutant p53. H1299 p53-A138V BP100-luciferase reporter, luminescence, 24 h. Potency, µM (top dose mostly 92.2 µM), without a hit: at the highest dose activity change, positive = activation, actives largely listed as activators. hit rate 0.063% among 320,000. AID 504706; further: potency means the concentration at half of the fitted maximal effect; % of control where 0% means no effect; nearly all actives have a fitted effect of over 45% in size
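H1299 (p53-null), stable ts p53-A138V + BP100-Luc; 1000 cells/well, Opti-MEM/10% FBS; cpd 4 pt, 1:5; 24 h, 37 deg C, 5% CO2; detection reagent 10 min RT; luminescence.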
MLL CXXC-DNA inh: blocks binding of human MLL CXXC domain to DNA; Q03164; MLL-CXXC / FITC-HOXA9 DNA fluorescence polarization; Potency, µM (titrated, usually from 115 µM), for inactives: at the highest dose activity change, negative = inhibition, most hits filed as inhibitors; hit rate 0.037% among 290,000; AID 2662; active means well fitted inhibition curve with a large enough effect in the polarisation, with a control signal flat, not every such curve was filed as active; inconclusive means small, poorly fitted or top-dose-only effect, or effect the other way, or a change in a side signal; inactive means no such curve, though single readings can be large or run the other way; the % refers to the polarisation; further: potency means the concentration at half of the fitted maximal effect
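Purified MLL-CXXC (added from a 7 uM solution) was preincubated 5 min at ambient with pinned compounds in 50 mM Tris-HCl pH 7.5, 50 mM NaCl, 1 mM DTT, 0.05% BSA. Fluorescein-labeled HOX-A9 DNA (50 nM solution) followed, 30 min, then polarization read.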
a7 integrin act: activates integrin-mediated alleviation for muscular dystrophy | alpha7betagal myoblasts, beta-gal FDG fluorescence, 48 h | Potency, µM (series often up to 38.3 µM), for the others: top-dose activation, usual class: activators | hit rate 0.064% among 350,000 | AID 624291;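 further: potency means the concentration at half of the fitted maximal effect; 100% = response of the positive control SU9516; nearly all actives have a fitted effect of over 60% in size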
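Alpha7betagal+/- myoblasts (passage 13) were plated 16-24 hr, then exposed to compounds (1:260 dilution of DMSO stock) for 48 hours at 37C. After MPER lysis, β-galactosidase reporter activity was read as FDG fluorescence (ex 480/em 540) after 30 minutes.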
* hit, by the source's call; ? = inconclusive; . = not tested or not shown; & = joins results of further samples; [ ] = another dose, or the depositor's remark. Unless noted, the call rests on the fitted dose curve; in most records, active means well fitted curve in the direction sought with a large enough effect; inconclusive means small, poorly fitted or top-dose-only effect, or another doubt; inactive means no such curve, though single readings can be large; an effect the other way counts as inactive or inconclusive.

Every second line gives: B2AR arrestin	TCR activator	TSG101-PTAP inh	ELG1 DNA repair	TRPV1 ag	A-T KAP1 phos	BRCA1 expr act	p53 reactivation	MLL CXXC-DNA inh	a7 integrin act
CCS(=O)(=O)NC(C)C(c1cccs1)N1CCN(C)CC1 (configuration not stated)
    -0.2%	-6%	-4%	7%	-6	-1%	0%	1%	6%	13%
CN(C)N=Nc1ccc(S(=O)(=O)/N=C(\O)c2ccccc2)cc1
    0.5%	.	-3%	4%	-1	14%	-10%	0%	3%	?
COC(=O)C[C@H]1c2cc(C(F)(F)F)ccc2S(=O)(=O)N1C1CCCC1
    .	2%	-3%	.	.	.	-9%	.	.	-7%
CCOC(=O)[C@@H]1[C@H]2COc3ccc(Br)cc3[C@@H]2N2C(=O)N(c3ccccc3)C(=O)[C@]12C
    -1.0%	10%	0%	0%	14	5%	0%	.	14%	21%
OC1(Cc2ccn[nH]2)CCCCC1
    0.2%	6%	-11%	-6%	0	12%	-1%	13%	-4%	19%
CC1CN(C(=O)C2CCCN2S(=O)(=O)c2ccc(Cl)cc2)CC(C)O1 (configuration not stated)
    -0.3%	-2%	-1%	8%	-2	-4%	1%	2%	-2%	-3%
O=C(Nc1ccccc1C(=O)NCCc1ccc(O)cc1)c1ccco1
    0.1%	-5%	-5%	-14%	28	4%	17%	1%	4%	11%
Nc1cccc(S(=O)(=O)c2cccc(N)c2)c1
    0.4%	-3%	0%	-8%	1	1%	-1%	-8%	6%	-30%
Cc1cc(C(F)(F)F)n2[nH]c(=O)c(N=Nc3ccccc3)c2n1
    -0.5%	1%	0%	-26%	0	2%	12%	-1%	-20%	-13%
CCOC(=O)N/N=C(\C)c1ccc(-n2cnnn2)cc1
    -0.1%	2%	0%	8%	4	1%	-16%	1%	7%	-5%
CCC(=O)N1CCc2cc(S(=O)(=O)CCC(=O)N3CCN(c4ccccc4F)CC3)ccc21
    0.2%	6%	-8%	10%	-1	-2%	5%&3%	-2%	-6%	22%
Cc1ccc(CSCCNC(=O)CN(c2cccc([N+](=O)[O-])c2)S(C)(=O)=O)cc1
    0.3%	0%	-1%	?	2	0%	-5%	6%	-11%	7%
CCCC(=O)Nc1ccc(C(=O)Nc2nc(CC(=O)OCC)cs2)cc1
    0.5%	4%	-10%	-13%	-10	.	-9%	1%	-5%	-17%
CC(C)c1ccc(NC(=O)N(CCc2nc3ccccc3[nH]2)C2CCCC2)cc1
    2.5%	2%	0%	?	2	-8%	1%	9%	34%[activator]	-25%
CN(C(=O)COC(=O)Cn1cnc2ccccc21)C1CCCCC1
    0.3%	-2%[46.1 µM]	-6%	-13%	.	10%	-8%	1%	.	0%
NC(N)=N/N=C/c1c(Cl)cccc1Cl
    -0.4%&-0.3%	10%&3%	0%&-2%	-17%&-6%	1&4	6%&-7%	-2%&5%	1%&-1%	0%&-5%&0%&1%	.
O=C(CN1CCCC1)N1c2ccccc2Sc2ccccc21
    -1.0%	6%	0%	0%	-4	-1%	9%	3%	7%	-6%
COCC(=O)Nc1ccc(N2CCOCC2)c(S(=O)(=O)Nc2ccc(OC)cc2)c1
    -0.8%	-1%	0%	6%	.	-4%	-19%	2%	.	12%
COC(=O)c1ccc(C2NC(=O)NC(C)=C2C(=O)N(C)C)cc1 (configuration not stated)
    -1.8%	-4%	-3%	-2%	-1	-2%	-2%	-4%	7%	27%
CNc1cccc2c1C(=O)c1ccccc1C2=O
    0.3%	-6%[46.1 µM]	-10%	?	0	-4%	?	?	-25%	-12%

Going on with the list.
Every second line gives: B2AR arrestin	TCR activator	TSG101-PTAP inh	ELG1 DNA repair	TRPV1 ag	A-T KAP1 phos	BRCA1 expr act	p53 reactivation	MLL CXXC-DNA inh	a7 integrin act
Cc1cc(-c2ccccc2)nc(N2CCC(C(=O)NC34CC5CC(CC(C5)C3)C4)CC2)n1
    0.1%	-1%	-4%	?	-1	-1%	54%	?	-3%	-3%
CS(=O)(=O)N1CCCC(C(=O)NC2CCCCCCC2)C1 (configuration not stated)
    -0.2%	9%	-8%	.	-1	1%	-3%	.	0%	-19%
CC1CCCC(NC(=O)CN2CCN(Cc3ccc(Cl)cc3)C2=O)C1C (configuration not stated)
    -0.3%	-12%	1%	?	7	.	-33%	-6%	2%	-21%
CC(C)(C)c1ccc(C(=O)N2CCCN(c3ccc([N+](=O)[O-])cn3)CC2)cc1
    -0.4%	-12%	1%	?	?	14%	-7%	-1%	20%	9%
COc1ccc(OC)c(Cc2nnc(CCC(=O)NC3C4CC5CC(C4)CC3C5)o2)c1 (configuration not stated)
    -0.2%	-3%	0%	-5%	2	-1%	0%	2%	3%	-19%
COc1ccc(Oc2nc3c(c(=O)n(C)c(=O)n3C)n2C)cc1
    0.3%	1%	-4%	9.2µM*	1	4%	12%	0%	5%	?
O=C(CN1C(=O)NC2(CCCC2)C1=O)NCc1ccccc1
    -0.2%	3%	2%	0%	.	-6%	4%	0%	.	14%
CC1=C(O)C(=O)C(C2=C(O)C(=O)C(C)=C(O)C2=O)=C(O)C1=O
    .	-4%	2%	.	.	.	-35%	.	.	-42%
Nc1nc(-c2c[nH]c3ccccc23)cs1
    -0.5%	-26%	-7%	?	-5	9%	-34%	5%	4%	-5%
C[C@H](NC(N)=O)C(=O)Nc1ccc(OCc2ccccc2)cc1
    -0.1%	-7%	-3%	?	-1	3%	?	11%	0%	25%
COc1ccc(-n2c(CCc3ccccc3)nnc2SCC(=O)c2ccc(Cl)cc2)cc1
    11%	-4%[46.1 µM]	1%	?	2	20%	-69%	10%	18%	-8%
C=CCn1c(N)c(C(=O)OCC)sc1=S
    -1.0%	4%	0%	17%	0	-4%	5%	-7%	-5%	29%
Cc1nc2c(Br)c(C)nn2c2c1CCC2
    0.0%	0%	-2%	4%	-2	7%	0%	-2%	10%	-17%
Cc1cc(Cl)ccc1NC(=S)NC(C)(C)C
    0.1%	-5%	-6%	?	10	2%	-2%	3%	-6%	3%
COc1cc(-c2nc3ccc4ccccc4c3c3c2CCC3)cc(OC)c1OC
    0.4%	-2%	-5%	?	-3	6%	-3%	-2%	2%	-29%
Cc1ccc(N2C(=O)[C@@H]3Cc4ccccc4CN3C2=O)cc1
    -0.2%	-6%	-1%	?	6	-3%	19%	14%	-2%	-7%[7.66 µM]
CC(OC(=O)c1ccc(Cl)c(S(=O)(=O)N2CCOCC2)c1)C(=O)Nc1ccc(S(N)(=O)=O)cc1 (configuration not stated)
    -0.4%	-4%	-3%	-24%	1	-11%	-1%	0%	.	-27%
CC1CCCC(C)N1CCCNC(=O)C1CCCN(c2ncnc3c2nc2n3CCCCC2)C1 (configuration not stated)
    0.2%	-4%	-1%	26%	-4	5%	-12%	7%	4%	18%
O=C(/C(=C/c1ccccc1Cl)c1ccccc1)N1CCOCC1
    -0.1%	-8%[46.1 µM]	-2%	-21%	?	0%	-15%	3%	-2%	-7%
CC1=C(C(=O)Nc2ccccn2)C(c2ccc(F)cc2)n2ncnc2N1 (configuration not stated)
    0.4%	-5%	-5%	1%	-6	14%	0%	2%	-8%	0%

Further entries.
Every second line gives: B2AR arrestin	TCR activator	TSG101-PTAP inh	ELG1 DNA repair	TRPV1 ag	A-T KAP1 phos	BRCA1 expr act	p53 reactivation	MLL CXXC-DNA inh	a7 integrin act
Cc1ccc2nc(C)cc(N/N=C/c3cccnc3)c2c1
    0.1%	1%	-3%	-16%	2	2%	1%	0%	8%	3%
Cc1ccc(C)c(NC2=NCC(=O)N2C2CCCCC2)c1
    0.0%	1%[46.1 µM]	-3%	1%	7	.	0%	-11%	1%	5%
CCCOc1ccc(-c2c(C(=O)N/N=C/C3CCCCC3)nnn2-c2nonc2N)cc1
    -0.4%	7%	-3%	-3%	12	-2%	-41%	5%	0%	17%
COc1cccc(C=NNC(=O)C2CC2)c1
    .	2%	-3%	.	.	.	27%	.	.	-22%
Nc1ccc(Oc2ncccn2)cc1
    12%	12%	1%	-14%	-1	4%	-12%	5%	?	-6%
CCN(CC)S(=O)(=O)c1ccc(Cl)c(NC(=O)COC(=O)/C=C/c2cc(OC)c(OC)c(OC)c2)c1
    -0.5%	10%[46.1 µM]	-3%	-21%	-3	1%	2%	0%	-11%	14%
Cc1ccc(C2=NN(C(=O)CCC(=O)O)C(c3cccc([N+](=O)[O-])c3)C2)cc1 (configuration not stated)
    -0.8%	-3%	-1%	29%	0	28%	11%	50%	-17%	0%
Cc1ccc(Cn2cc(SCC(N)=O)c3ccccc32)cc1
    0.0%	-3%	1%	30%	-1	6%	-9%	13%	4%	-8%
CC1=CC(c2ccccc2)n2ncnc2N1 (configuration not stated)
    .	2%	-1%	.	.	.	0%	.	.	14%
CCOC(=O)C(CC)n1cnc2c(nnn2-c2ccccc2)c1=O (configuration not stated)
    0.5%	2%	1%	10%	0	3%	26%	.	.	-1%
